# PAX8 reporter = PAX8 transcriptional activity inhibition | inhibition, % at 12.6 µM | RMG-I TPO-luciferase reporter, SteadyGlo, 24 h | AID 652154 | actives 1.2% (n = 360,000);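 active = mean replicate inhibition at least 60% with every replicate also reaching 60%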;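 also: luciferase light reporting Pax8 driven TPO promoter activity; plate controls were median of neutral control wells for no effect and mitoxantrone controls for full effect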
# EWS-Fli block = inhibitors of EWS/Fli oncoprotein transcriptional activity | A673 NR0B1-luciferase reporter, viability-normalised | inhibition, % at 12.6 µM | actives 0.67% (n = 350,000) | AID 651661;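 active = mean inhibition of at least 50% after viability correction, with every replicate also passing that limit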;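 also: firefly luciferase signal divided by Alamar Blue viability fluorescence both relative to DMSO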
# Casp6 inh = caspase-6 (human) enzyme inhibition; P55212; purified caspase-6, Z-VEID-R110 cleavage fluorescence; inhibition, % at 12.5 µM; actives 0.53% (n = 350,000); AID 686996;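 active = mean inhibition across replicates at least about 35%, with every replicate also reaching that limit, limit read from the data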;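 also: 0% = median of neutral control wells and 100% = no fluorescence left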
# Target sequence (P55212 24-179 limits assumed): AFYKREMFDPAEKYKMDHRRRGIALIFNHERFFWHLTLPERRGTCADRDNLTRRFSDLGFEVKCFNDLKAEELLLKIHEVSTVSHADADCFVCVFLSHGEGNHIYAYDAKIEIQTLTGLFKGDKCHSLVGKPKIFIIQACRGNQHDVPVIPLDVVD
# Target sequence (P55212 194-293 limits assumed): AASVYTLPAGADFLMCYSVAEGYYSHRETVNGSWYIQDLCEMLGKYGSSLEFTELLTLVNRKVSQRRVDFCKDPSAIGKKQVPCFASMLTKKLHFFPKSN
# miR-122 sensor = blocks miR-122 activity in Huh7 sensor cells; Huh7 miR-122 Renilla luciferase sensor, 48 h; neutral wells = 0, positive control = 100; actives 0.3% (n = 340,000); activation (reporter increase), % at 12.5 µM; AID 602342;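 active = mean replicate activation score at least 90 and every replicate individually at or above 90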;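 also: higher luciferase means less miR-122 activity so hits act as miR-122 inhibitors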
# LGR2 inh = Drosophila LGR2 receptor signaling inhibition | HEK293 LGR2, CRE-luciferase, bursicon-stimulated, 4 h | inhibition, % at 9.99 µM | actives 0.35% (n = 380,000);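 active = drop in luminescence signal, shown as inhibition above about 50% in the replicate tests, limit read from the data, passing the limit was not always enough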;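 also: agonist challenge used bursicon conditioned medium at about half maximal strength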
# PGC1a acetyl inh = lowers PGC1a acetylation signal in U2OS cells; AlphaScreen anti-acetyl-lysine; with virally co-expressed GCN5 acetyltransferase; inhibition, % at 15.6 µM; actives 0.17% (n = 350,000); AID 651687;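 active = every replicate shows inhibition of at least 40%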;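 also: 0% = neutral control wells and 100% = positive control wells; some results beyond the cut were filed as inactive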
# FN deposition inh = fibronectin deposition inhibition; AID 743247; AH1F fibroblasts, Alexa488-fibronectin deposition fluorescence, overnight; actives 0.086% (n = 350,000); inhibition, % at 12.6 µM;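 active = mean inhibition across replicates of 30% or more, regardless of how many single replicates reach that level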;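 also: positive control wells lacked labelled fibronectin entirely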
#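 Assay system: AH1F fibroblast monolayer, labelled fibronectin deposition. Amount: 10000 cells per well. Also added: labelled fibronectin 24 nM. Compound: single-point pinned compound. Incubation: cell attachment 1 h, compound and FN exposure overnight. Detection: fluorescence after three HBSS washes, excitation 485 nm, emission 525 nm. Read-out: inhibition of fibronectin deposition signal.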
# Cneo AK release = Cryptococcus neoformans lysis via adenylate kinase release. actives 0.2% (n = 360,000). C. neoformans lysis, adenylate kinase release luminescence, 4 h; normalised: neutral wells 0, clomiphene wells 100. lysis activity, % at 15 µM;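 active = mean lysis activity across replicates of at least 80%, whatever share of replicates individually reach that level; inactive = mean lysis activity below 80%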
#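 read-out = cell lysis signal | test system = log-phase Cryptococcus neoformans yeast cells | input = cells at 5 × 10^6 per mL | medium = fresh YPD growth medium | signal = luminescent adenylate kinase detection reagent | timing = 4 h at 37 °C static, read 1 h later | dosing = single dose | controls = Clomiphene as positive lysis control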
# The depositor's hits bear a star; / = not tested or not shown; [ ] = another dose, or the depositor's remark.
# A first look (two entries):
compound	PAX8 reporter	EWS-Fli block	Casp6 inh	miR-122 sensor	LGR2 inh	PGC1a acetyl inh	FN deposition inh	Cneo AK release
COn1c(=O)c(-c2cccs2)[n+]([O-])c2ccccc21	-4	/	/	0	/	-6	8	2
CC(c1nc2ccccc2[nH]1)n1c(=O)c(-c2ccco2)nc2ccccc21 (stereo unspecified)	14	6	6	/	-1	/	-8	/

# Main list, from the first entry:
compound	PAX8 reporter	EWS-Fli block	Casp6 inh	miR-122 sensor	LGR2 inh	PGC1a acetyl inh	FN deposition inh	Cneo AK release
COn1c(=O)c(-c2cccs2)[n+]([O-])c2ccccc21	-4	/	/	0	/	-6	8	2
CC(c1nc2ccccc2[nH]1)n1c(=O)c(-c2ccco2)nc2ccccc21 (stereo unspecified)	14	6	6	/	-1	/	-8	/
COC(=O)c1ccc(S(=O)(=O)NCCc2ccccc2OC)n1C	14	8	1	/	-11	/	6	/
COc1cccc(Sc2nc(-c3ccccc3)ncc2S(C)(=O)=O)c1	6	-17	2	-1	-75	/	0	-2
Cc1ccc(S(=O)(=O)c2nc(-c3ccc(F)cc3)oc2SCC(N)=O)cc1	15	/	/	5	/	5	/	0
O=C(Nc1ncn[nH]1)c1ccc(S(=O)(=O)N2CCOCC2)cc1	3	-4	-1	0	-6	1	-3	-3
Cc1snc(SCC(=O)N/N=C(\N)COc2cccc(C(F)(F)F)c2)c1C#N	/	/	/	-10	/	9	-10	-1
CC(C)C[C@H](NC(=O)c1[nH]cnc1C(=O)N[C@H](C)c1ccccc1)C(=O)OC(C)(C)C	29	6	/	3	2	-10	-4	-1
COc1ccc(C(=O)Nc2ccc3c(c2)C(=O)N(C)C[C@@H](OC)[C@H](C)CN(C(=O)C2CC2)[C@H](C)CO3)cc1	-6	10	1	/	-14	-18	5	1
CCCN1C[C@@H](C)[C@H](OC)CN(C)C(=O)c2ccc(NC(=O)C3CCC3)cc2OC[C@@H]1C	/	-1	-1	17[16.7 µM]	-26	4	-5	1
O=C(CSc1oc(-c2ccccc2)nc1S(=O)(=O)c1ccccc1)NCC1CCCO1 (stereo unspecified)	7	/	1	-2	6	9	/	2
CCc1ncc(/C=C2\C(=O)Nc3ccccc32)[nH]1	7	-37	1	-3	-30	0	6	2
CN(C)C(=O)c1cccc(-c2ccc([C@H]3[C@@H](CO)N4CCCCN(S(C)(=O)=O)C[C@H]34)cc2)c1	-1	-18	1	10[16.7 µM]	-8	2	/	0
CCS(=O)(=O)Nc1ccc2c(c1)C(=O)N(C)[C@H]1CC[C@H](CC(=O)OC)O[C@@H]1CO2	/	/	3	/	-29	1	3	/
O=C(c1cc(-c2ccc(Cl)cc2)nc2ccccc12)N1CCC1	-13	-10	-29	-1	-1	/	5	-2
Cc1c(/C=C(\C#N)c2nn(-c3ccccc3)c(N)c2C#N)c2ccccc2n1Cc1ccc(F)cc1	/	/	/	6	2	-3	4	-5
COc1ccc(S(=O)(=O)N2CCCCN3[C@@H](CO)[C@H](c4ccc(-c5cccnc5)cc4)[C@@H]3C2)cc1	-4	/	2	1[16.7 µM]	34	6	/	-1
C=CCNS(=O)(=O)c1ccc2c(c1)n(C)c(=O)n2C	10	1	1	/	-26	/	8	/
COCCNCC(=O)Nc1ccc(C)c(S(=O)(=O)N2CCCCC2)c1	-23	5	-3	/	29	/	-1	0
Cc1cccc(S(=O)(=O)N2CCCCN3[C@H](C2)[C@H](c2ccc(-c4ccccc4)cc2)[C@@H]3CO)c1	20	12	-1	23[16.7 µM]	/	-11	/	-2
CCC1CCCCN1CCCNC(=O)c1c(O)nc2cc(C)ccn2c1=O (stereo unspecified)	-2	/	-14	2	13	5	-3	3
Cc1c(NC(=O)c2cc3ccccc3oc2=O)c(=O)n(-c2ccccc2)n1C	/	/	/	10	-26	/	-11	0
CC1CCCCC1NC(=O)CSC1=Nc2ccccc2C2CC=NN12 (stereo unspecified)	11	0	-7	/	5	3	-9	/
FC(F)(F)c1nc(N2CCCC2)ncc1-c1nnnn1-c1ccccc1	27	/	/	17	/	1	-8	-5
Cc1ccc(Cn2ncc3c(NCCN(C)C)ncnc32)cc1	7	-15	-7	/	-2	/	4	/
CC(C)N(C[C@@H]1N[C@@H](CO)[C@H]1c1ccccc1)C(=O)CN1CCOCC1	4	-4	6	-8[16.7 µM]	6	-4	-13	6
N#C[C@H]1[C@H](c2ccccc2-c2ccc(F)cc2)[C@H](CO)N1c1ncc(-c2ccccc2)s1	-2	-3	2	/	10	11	-4	/
Cc1cc2ccccc2cc(C)c1=O	/	/	/	-3	/	-1	15	-2
CCc1nnc(NC(=O)C(NC(=O)c2ccccc2Cl)C(C)C)s1 (stereo unspecified)	0	-10	-2	/	4	1	-4	/
O=C(Nc1ccc(N2CCN(C(=O)c3cccs3)CC2)cc1)c1ccc(Br)o1	-5	-33	14	/	-7	/	/	3
CC(C)N(CC(N)=O)c1ccc(S(=O)(=O)N2CCCC2)cn1	-15	-1	-2	/	23	/	-3	-1
C[C@@H]1CN([C@@H](C)CO)C(=O)c2cccc(NC(=O)NC3CCCCC3)c2O[C@H]1CN(C)S(=O)(=O)c1cn(C)cn1	/	-3	0	-1[16.7 µM]	-8	8	-6	-2
Cc1nc2nc[nH]n2c(=O)c1NS(=O)(=O)c1ccc(C(C)(C)C)cc1	15	-1	6	1	-2	-2	/	-3
C/C=C/c1ccc([C@@H]2[C@H]3CN(Cc4ccc(F)cc4)CC(=O)N3[C@H]2CO)cc1	/	1	3	/	14	-2	0	/
Cc1cc(NC(=O)c2ccc(Cl)cc2)n(-c2ccccc2)n1	-38	8	-1	-3	-5	2	7	1
CC(=O)N(C)C[C@H]1Oc2ncc(-c3ccc(C)cc3)cc2C(=O)N([C@@H](C)CO)C[C@H]1C	/	-11	0	11[16.7 µM]	8	3	/	-5
CO[C@@H]1CN(C)C(=O)c2cc(NC(=O)NC(C)C)ccc2OC[C@H](C)N(Cc2ccccc2)C[C@@H]1C	-9	4	1	/	0	-10	-9	3
COCCN(C(=O)COC(=O)Cc1coc2cc3c(cc12)CCC3)c1c(N)n(Cc2ccccc2)c(=O)[nH]c1=O	-9	0	17	-2	8	1	/	-1
Cc1ccc(S(=O)(=O)N/N=C\c2cc([N+](=O)[O-])ccc2Cl)cc1	/	4	0	-7	3	-22	/	-2
COCCNCCOc1ccccc1-c1ccccc1	-6	/	-3	-8	-4	-6	-1	1

# The list goes on.
mol,PAX8 reporter,EWS-Fli block,Casp6 inh,miR-122 sensor,LGR2 inh,PGC1a acetyl inh,FN deposition inh,Cneo AK release
COc1ccc(-c2nc(C#N)c(N3CCC(C)CC3)o2)cc1,-8,5,0,-7,-15,-3,-11,2
COc1ccc(OCCCC(=O)OCC(=O)Nc2ncc(Cl)cc2Cl)cc1,-13,3,8,-9,-10,5,6,/
Cc1ccc(S(=O)(=O)NC(C)(C)CSc2ccccn2)cc1,10,/,/,-7,1,-11,10,-4
Nc1ncnc2c1nc(N1CCCCC1)n2[C@@H]1O[C@H](CO)[C@@H](O)[C@H]1O,-30,10,4,-3,-8,-4,3,0
CCN1C(=O)[C@H]2[C@@H](c3ccc(-c4ccc(Cl)c(Cl)c4)cc3)N[C@@](CC(C)C)(C(=O)OC)[C@H]2C1=O,26,-1,4,/,/,/,-1,-2
N#C/C(=C(/O)COC(=O)CCC1CCCCC1)c1nc2ccccc2[nH]1,6,/,/,14,/,-9,-1,4
Cc1ccc(S(=O)(=O)N[C@H]2CC[C@H](CC(=O)NCCCN(C)C)O[C@@H]2CO)cc1,/,/,-3,/,14,-11,/,3
CCCCn1c(N)c(N(CC(C)C)C(=O)C2CCCN(C(=O)c3ccc(Cl)cc3)C2)c(=O)[nH]c1=O (stereo unspecified),-9,1,-1,-5,5,-1,3,2
COc1cccc(-c2nnc(SCc3ccccn3)n2C)c1,-26,/,/,6,/,5,2,0
CC(C)Oc1ccc(C(=O)OCC(=O)c2ccc[nH]2)cc1,-151,-4,2,/,-110,/,-9,-2

# An excerpt of these results, with each value named.
> CCN1C(=O)[C@H]2[C@@H](c3ccc(-c4ccc(Cl)c(Cl)c4)cc3)N[C@@](CC(C)C)(C(=O)OC)[C@H]2C1=O
  PAX8 reporter: 26
  EWS-Fli block: -1
  Casp6 inh: 4
  miR-122 sensor: /
  LGR2 inh: /
  PGC1a acetyl inh: /
  FN deposition inh: -1
  Cneo AK release: -2
> Cc1ccc(S(=O)(=O)N[C@H]2CC[C@H](CC(=O)NCCCN(C)C)O[C@@H]2CO)cc1
  PAX8 reporter: /
  EWS-Fli block: /
  Casp6 inh: -3
  miR-122 sensor: /
  LGR2 inh: 14
  PGC1a acetyl inh: -11
  FN deposition inh: /
  Cneo AK release: 3
> COc1ccc(-c2nc(C#N)c(N3CCC(C)CC3)o2)cc1
  PAX8 reporter: -8
  EWS-Fli block: 5
  Casp6 inh: 0
  miR-122 sensor: -7
  LGR2 inh: -15
  PGC1a acetyl inh: -3
  FN deposition inh: -11
  Cneo AK release: 2
> COc1ccc(OCCCC(=O)OCC(=O)Nc2ncc(Cl)cc2Cl)cc1
  PAX8 reporter: -13
  EWS-Fli block: 3
  Casp6 inh: 8
  miR-122 sensor: -9
  LGR2 inh: -10
  PGC1a acetyl inh: 5
  FN deposition inh: 6
  Cneo AK release: /

# The list goes on.
mol,PAX8 reporter,EWS-Fli block,Casp6 inh,miR-122 sensor,LGR2 inh,PGC1a acetyl inh,FN deposition inh,Cneo AK release
O=C(CN(Cc1ccco1)C(=O)c1cccc(F)c1)Nc1ccccc1C(F)(F)F,-11,-2,0,12,-6,-9,4,0
CN(C)c1ccc(-c2ccnc3c2CC(C)(C(=O)Nc2cccc(C(F)(F)F)c2)O3)cc1 (stereo unspecified),14,6,0,/,9,/,20,4
CCN(C[C@H]1N[C@@](CC)(C(=O)OC)[C@H]2C(=O)N(Cc3ccccc3)C(=O)[C@@H]12)C(=O)c1ccc(C(C)(C)C)cc1,82*,14,/,/,4,/,6,1
CCC(Oc1ccc(Cl)cc1)C(=O)N1CC(=O)Nc2ccccc21 (stereo unspecified),11,/,0,/,3,/,-9,3
Cc1nc(SC2C=CS(=O)(=O)C2)n[nH]1 (stereo unspecified),/,4,-2,-9,0,-12,/,/
Cc1ccsc1/C=N/NC(=O)c1ccc([N+](=O)[O-])cc1,-140,-9,0,/,-10,2,-6,/
COCC(=O)Nc1ccc2c(c1)C(=O)N(C)C[C@H](OC)[C@@H](C)CN(Cc1cc(F)ccc1F)[C@@H](C)CO2,9,7,-3,/,-15,16,-16,1
CCCNC(=O)N1C[C@H](C)[C@H](OC)CN(C)C(=O)c2cc(NC(=O)CCC)ccc2OC[C@@H]1C,-6,-4,/,/,11,3,-22,/
O=C(Oc1c(CN2CCOCC2)cc(Cl)c2cccnc12)c1ccccc1Cl,46,21,-3,6,11,15,2,4
CC1=NN(C(C#N)c2cccc([N+](=O)[O-])c2)C(C)(C)C1 (stereo unspecified),-2,/,/,-2,-8,7,-2,0

# Compounds as they come. About 2.5% of those tested had a hit in this group.
